# A549 viability: Nrf2 qHTS screen for inhibitors: counterscreen for cytotoxicity; A549 ARE-Fluc cells, CellTiter-Fluor viability, 18-24 h; Potency, µM (titrated, usually from 46 µM), inactives show at the highest dose activity change, negative = cytotoxicity, hits mostly inhibitors; hit rate 0.16% among 390,000; AID 504648, 2011; further: on the % scale 0 is the no-effect control and ±100 the full control effect
#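 Cytotoxicity counterscreen: CellTiter-Fluor fluorescence was measured in A549 ARE_Fluc cells after 18-24 h of compound exposure in a concentration series. The subsequent BugLite luminescent read reports ARE-luciferase activity.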
# Nrf2 block: Nrf2 qHTS screen for inhibitors | A549 ARE-Fluc reporter, luciferase luminescence, 18-24 h | Potency, µM (highest dose often 46 µM), without a hit: at the highest dose activity change, negative = inhibition, most hits filed as inhibitors | hit rate 2.1% among 360,000 | AID 504444, 2011; further: on the % scale 0 is the no-effect control and ±100 the full control effect; nearly all actives have a fitted effect of over 60% in size
#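 In this cell-based qHTS, ARE-driven firefly luciferase in A549 cells reports Nrf2 activity; the luminescent signal after BugLite lysis is the measured value, with a prior CellTiter-Fluor read for cell health.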
# MCF10A rereplic: A quantitative high throughput screen for small molecules that induce DNA re-replication in MCF 10a normal breast cells; MCF 10A DNA re-replication, Hoechst nuclear intensity, 48 h; Potency, µM (doses to about 46.1 µM), for the others: at the highest dose activity, positive = re-replication, usual class: activators; hit rate 2.9% among 350,000; AID 624296, 2012; further: % of control where 0% means no effect; nearly all actives have a fitted effect of over 50% in size
# Nrf2 activator: qHTS of Nrf2 Activators | hit rate 0.31% among 410,000 | AREc32 ARE-luciferase reporter (MCF7-derived line), luminescence, 24 h | Potency, µM (doses to about 46.1 µM), for the others: top-dose activation, actives largely listed as activators | AID 624171, 2012; further: % of control where 0% means no effect; nearly all actives have a fitted effect of over 65% in size
#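 Luminescent ARE reporter assay in AREc32_Fluc cells: overnight plating at 37 deg C, 24 hr compound incubation, Steady-Glo added, 30 min RT before reading.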
# HepG2 tox: qHTS for Inhibitors of TGF-b: Cytotox Counterscreen; HepG2 CAGA-GFP viability, ATP luminescence, 18 h; hit rate 0.76% among 410,000; Potency, µM (highest dose often 46.1 µM), inactives show at the highest dose activity change, negative = cytotoxicity, actives largely listed as cytotoxic; further: some results filed as inactive show a strong effect at the top dose
#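 HepG2 CAGA-GFP cells (1000/well, DMEM with 1% FBS) received compound, then TGF-beta at 500 pg/mL final, and were incubated 18 hours at 37 degrees C. Viability was read by CellTiter-Glo luminescence. Media-only wells were set as complete cell-killing and DMSO as no toxicity.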
# ATXN viability: Viability Counterscreen for Primary qHTS for Inhibitors of ATXN expression; S2 cells (HEK-293 line with an ATXN2-luciferase reporter) viability, CellTiter-Fluor protease fluorescence, 24 h; Potency, µM (highest dose often 56.7 µM), usual class: cytotoxic; hit rate 0.49% among 400,000; AID 651635, 2014; further: nearly all actives have a fitted effect of over 40% in size
# ATXN2 expr inh: Primary qHTS for Inhibitors of ATXN expression | AID 1745845, 2022 | hit rate 0.72% among 360,000 | HEK-293 ATXN2-luciferase reporter, luminescence, 24 h | Potency, µM (series often up to 57 µM), for the others: top-dose activity change, negative = inhibition, usual class: inhibitors; further: on the % scale 0 is the no-effect control and ±100 the full control effect; nearly all actives have a fitted effect of over 55% in size
#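 ATXN2-luciferase reporter cells (luciferase flanked by upstream and downstream ATXN2 gene portions) were treated 24 h at 37 °C with compounds at up to 57 uM. SteadyGlo luminescence gave expression; GF-AFC fluorescence gave viability.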
# TGFb SMAD3 inh: qHTS for Inhibitors of TGF-b; HepG2 CAGA-GFP TGF-b/SMAD3 reporter, GFP fluorescence, 18 h; TGF-beta stimulated, 500 pg/mL final; Potency, µM (series often up to 46.1 µM), for the others: top-dose activity, negative = inhibition, usual class: inhibitors; hit rate 1.2% among 410,000; AID 588855, 2011; further: on the % scale 0 is the no-effect control and ±100 the full control effect; nearly all actives have a fitted effect of over 65% in size
#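 Smad-responsive CAGA-GFP expression was quantified in HEPG2 cells exposed to compounds and 500 pg/mL final TGF-beta for 18 h at 37 degrees C; unstimulated wells defined full inhibition.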
# EPAC2 antag: qHTS for Antagonist of cAMP-regulated guanine nucleotide exchange factor 2 (EPAC2): primary screen; Rap guanine nucleotide exchange factor 4 (Homo sapiens), Q8WZA2; EPAC2 GEF exchange of Rap1B-BODIPY-GDP, fluorescence; Potency, µM (doses to about 114 µM), for inactives: top-dose activity, negative = inhibition, actives largely listed as inhibitors; hit rate 0.18% among 360,000; AID 720708, 2013; further: on the % scale 0 is the no-effect control and ±100 the full control effect; nearly all actives have a fitted effect of over 45% in size; many of its hits are not listed in these tables
# Target sequence (Q8WZA2 whole entry, looked up): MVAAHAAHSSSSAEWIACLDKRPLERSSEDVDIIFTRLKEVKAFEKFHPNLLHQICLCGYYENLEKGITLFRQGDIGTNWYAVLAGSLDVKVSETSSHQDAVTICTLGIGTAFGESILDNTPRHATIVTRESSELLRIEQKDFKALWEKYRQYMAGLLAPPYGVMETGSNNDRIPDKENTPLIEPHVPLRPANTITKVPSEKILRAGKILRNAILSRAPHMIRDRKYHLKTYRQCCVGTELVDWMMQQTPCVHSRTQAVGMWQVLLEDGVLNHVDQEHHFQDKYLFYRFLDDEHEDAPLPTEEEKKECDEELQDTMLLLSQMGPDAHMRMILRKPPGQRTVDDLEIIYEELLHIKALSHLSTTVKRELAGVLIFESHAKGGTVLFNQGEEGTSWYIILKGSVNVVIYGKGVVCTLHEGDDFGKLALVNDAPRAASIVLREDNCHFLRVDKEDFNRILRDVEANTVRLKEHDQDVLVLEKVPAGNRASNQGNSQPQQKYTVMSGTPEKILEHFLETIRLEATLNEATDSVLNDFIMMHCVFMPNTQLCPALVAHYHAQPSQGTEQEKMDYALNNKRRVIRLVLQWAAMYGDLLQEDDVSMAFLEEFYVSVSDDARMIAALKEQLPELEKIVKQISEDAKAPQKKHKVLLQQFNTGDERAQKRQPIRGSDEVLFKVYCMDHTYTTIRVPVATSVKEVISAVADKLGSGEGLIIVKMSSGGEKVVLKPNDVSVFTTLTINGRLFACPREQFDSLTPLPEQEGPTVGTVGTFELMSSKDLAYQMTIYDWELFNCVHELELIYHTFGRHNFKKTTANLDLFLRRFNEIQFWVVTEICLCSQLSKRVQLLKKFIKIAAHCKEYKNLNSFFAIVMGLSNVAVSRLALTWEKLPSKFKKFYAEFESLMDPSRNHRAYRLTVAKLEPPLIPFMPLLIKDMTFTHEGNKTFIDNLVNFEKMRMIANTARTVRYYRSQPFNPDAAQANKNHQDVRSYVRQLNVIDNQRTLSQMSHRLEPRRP
# An asterisk follows results filed as active; i = inactive; ? = inconclusive; nt = no result given; [ ] = dose if it differs, or a comment. The call rests on the fitted dose curve; in most records, active means well fitted curve in the direction sought with a large enough effect; inconclusive means small, poorly fitted or top-dose-only effect, or another doubt; inactive means no such curve, though single readings can be large; an effect the other way counts as inactive or inconclusive. Potency means the concentration at half of the fitted maximal effect. Only part of the results is shown; the hit share may differ from the screen's.
SMILES,A549 viability,Nrf2 block,MCF10A rereplic,Nrf2 activator,HepG2 tox,ATXN viability,ATXN2 expr inh,TGFb SMAD3 inh,EPAC2 antag
CC1=C(C(=O)NC(C)CCc2ccccc2)C2(CCC(C)CC2)OC1=O (configuration not stated),2.6%,-11.0%,6.0%,-0.2%,-8.9%,i,0.3%,-9.0%,-6.6%
CCOc1ccc(C(=O)c2oc3ccccc3c2NC(=O)c2cc(-c3ccc(C)cc3)on2)cc1,0.3%,7.7%,nt,-0.2%,1.9%,i,-4.7%,0.3%,nt
CCOc1ccc(S(=O)(=O)N2CCN(C(=O)c3cc(S(=O)(=O)N4CCOCC4)ccc3C)CC2)cc1,7.1%,-4.7%,17.1%,-0.6%,-13.0%,i,2.8%,-1.5%,-0.5%
CC(C)(C)c1ccc(-c2nnc(NC(=O)c3ccccc3)s2)cc1,0.9%,?,?,0.3%,-39.4%,i,9.9%,-4.9%,1.7%
CN(CC(=O)Nc1ncn[nH]1)S(=O)(=O)c1ccc(Cl)cc1,-0.5%,7.4%,1.6%,-1.3%,20.4%,i,16.4%,27.7%,-9.5%
Cc1ccccc1C1CC(c2ccccc2OC(F)F)Nc2ncnn21 (configuration not stated),1.8%,-16.7%,0.4%,0.4%,-17.2%,i,6.1%,10.1%,-5.5%
COc1cc(-c2nnc(SCC(=O)N(C)C3CCCCC3)o2)cc(OC)c1OC,3.2%,-11.6%,nt,12.7%,-33.7%,?,-17.9%,?,nt
COc1ccc(NC(=S)Nc2cc(C(F)(F)F)ccc2F)cc1,4.8%,0.7%,-2.6%,2.9%,-2.1%,i,-29.0%,-7.9%,-15.0%
O=C(Cn1cc2c(n1)CCCC2)NCC1CCCO1 (configuration not stated),0.3%,11.7%,3.5%,0.0%,-15.7%,i,10.0%,-14.2%,21.8%
O=C(Cn1nnc(-c2ccccc2)n1)NNC(=O)c1ccccc1,2.2%,-16.1%,-2.8%,-0.3%,2.2%,i,3.8%,22.5%,9.7%
CC1Cc2ccccc2N1C(=O)CN(C)CC(=O)Nc1ccc(F)cc1 (configuration not stated),-1.0%,3.7%,?,-0.4%,-0.7%,i,1.3%,-4.4%,-0.3%
O=C(c1cnc(N2CCCCC2)c2ccccc12)N1CCN(c2ccc(Cl)cc2)CC1,-6.4%,nt,nt,-0.7%,-11.1%,nt,nt,?,nt
CCC1(C)Cc2c(sc3nnn(CC(=O)Nc4cccc5ccccc45)c(=O)c23)CO1 (configuration not stated),1.0%[1.84 µM],?,?,-0.7%,-23.6%,i,-19.2%,?,-3.1%
O=C1NC2(NN1c1ccccc1)C1CC3CC(C1)CC2C3 (configuration not stated),5.2%,8.2%,-2.5%,-0.5%,5.4%,i,3.4%,0.0%,28.4%
CCOc1ccc(C(=O)NCCc2csc(-c3cccnc3)n2)cc1,4.5%,nt,nt,-0.5%,-8.0%,?,2.2%,4.1%,nt
CCOc1ccccc1CNC(=O)CCCN1C(=O)CCn2nc(-c3cccn3C)cc21,7.0%,nt,nt,1.1%,-14.6%,?,-12.1%,?,nt
CCc1nc2ccc(C(=O)Nc3cccc(OCC(=O)N(C)C)c3)cn2c1N(C)C(=O)c1ccncc1,nt,nt,nt,0.3%,3.8%,i,0.8%,38.2%[activator],-2.3%
COC(=O)c1[nH]c2cc(C)ccc2c1NC(=O)CN1CCN(C(=O)c2ccco2)CC1,-4.9%,-33.1%,19.8%,6.2%,-1.6%,i,?,0.6%,2.5%
COc1ccc(C(=O)c2ccccc2CN2C(=O)c3ccccc3C2=O)cc1,0.2%,9.5%,0.6%,0.1%,4.8%,i,8.2%,26.9%,3.3%
Cc1cc(NC(=O)CSc2nc(-c3ccco3)cc(C(F)(F)F)n2)no1,?,-16.9%,3.26µM*,0.4%,14.1%,?,-21.8%,31.7%,8.4%
Cc1c(Cc2ccccc2)c(=O)oc2cc(OCc3nn[nH]n3)ccc12,10.2%,nt,6.6%,-0.5%,3.7%,i,12.2%,-5.8%,-9.8%
CCOC(=O)c1ccc(NC(=O)Nc2cccc(C)n2)cc1,7.1%,-23.6%,7.5%,3.0%,1.0%,i,nt,2.2%,-5.5%
O=C(CSc1nc(-c2ccc(F)cc2)[nH]c1-c1ccc(F)cc1)Nc1ccc2c(c1)OCO2,?,16.4µM*,nt,3.6%,-68.6%,?,?,7.08µM*,nt
CCCCOc1ccc(C(=O)Nc2cccc(-n3cnnn3)c2)cc1OC,0.0%,?,-5.4%,1.9%,-8.6%,i,-22.1%,-15.7%,3.8%
CC(=O)c1cccc(NC(=O)c2ccc3c(=O)n4c(nc3c2)CCCCC4)c1,0.8%,4.2%,9.7%,3.2%,-24.1%,i,19.4%,-25.4%,1.1%
COCCNC(=O)c1onc(CSc2cccc(Cl)c2)c1C(=O)O,1.1%,-0.1%,12.9%,-0.9%,-3.6%,i,113.9%[activator],-16.4%,-1.8%
CCOc1cc(CNC(=O)c2sc3ncnc(N(C)C4CCCCC4)c3c2C)ccc1OC,-9.3%,nt,nt,-0.7%,-16.9%,?,-2.9%,?,nt
CC1(C)CC(=O)c2cc(-c3nc(-c4ccc(F)cc4)cs3)c(=O)[nH]c2C1,1.9%,10.7%,nt,0.4%,-27.7%,i,14.0%,0.8%,nt
CSc1nc2c([nH]c3ccccc32)c(=O)n1-c1ccc(C)cc1,2.1%,nt,nt,3.7%,-11.4%,i,12.8%,-12.3%,nt
CCOC(=O)C(=O)C1=C(N2CCOCC2)/C(=C\c2ccc(F)cc2)CC1,-2.0%,30.9%,?,22.4%,-25.7%,i,16.1%,-5.7%,?
Cc1c(-c2cccc(Cl)c2)nc2ccccc2c1C(=O)OCC(=O)N(C)C1CCS(=O)(=O)C1 (configuration not stated),-2.0%,-16.8%,0.2%,0.3%,-11.5%,i,nt,-10.5%,-4.0%
COc1cc(CCN=Cc2cc(Cl)cc(Cl)c2O)c([N+](=O)[O-])cc1OC,nt,nt,nt,0.4%,4.4%,nt,6.3%,-2.1%,-24.9%
COC(=O)c1cc(C#N)c(=O)[nH]c1C,-2.9%,-5.6%,-3.9%,-0.2%,-12.2%,i,9.2%,-1.6%,4.0%
Oc1ccc(Br)cc1-c1ccn[nH]1,0.5%,5.1%,?,4.3%,-14.3%,i,13.6%,0.3%,-7.4%
CCn1c(C)nc2cc(C(=O)NN=Cc3ccc([N+](=O)[O-])cc3)ccc21,2.5%,-5.0%,-5.5%,3.0%,8.9%,i,-0.4%,-1.8%,-5.3%
COC(=O)CC/C(=N/Nc1ccc(Cl)c(Cl)c1)C(=O)OC,10.1%,16.7%,?,-0.1%,-8.1%,i,9.6%,-11.8%,-13.7%
COc1cccc(CNC(=O)c2cc(S(=O)(=O)N3CCCCC3)ccc2C)c1,nt,nt,nt,-0.7%,-1.9%,i,nt,-4.4%,8.9%
COc1ccc(Cl)cc1S(=O)(=O)N1CCCC(C(=O)NCc2ccccc2)C1 (configuration not stated),-2.4%,-6.1%,9.8%,-0.1%,8.7%,i,2.4%,0.4%,5.2%
CCCCCCCCCn1c2c(c(=N)c3c1CCC3)CCCC2,?,-90.8%,?,-3.0%,-98.5%,?,?,6.31µM*,-17.6%
CCCCOc1ccc(CNC(=O)c2ccc(NC(=O)N3CCSc4ncccc43)cc2)cc1,-8.6%,-16.0%,nt,0.9%,-30.8%,nt,nt,-16.6%,nt
Cc1nc(N)c(CC(Br)CBr)c(Cl)n1 (configuration not stated),2.3%,-4.1%,-4.8%,-1.0%,1.9%,i,nt,10.2%,-8.6%
CCCCC(=O)N(C)c1c(CC)nc2c(OCC(=O)C(C)(C)C)cccn12,nt,nt,nt,-0.5%,-8.1%,i,11.8%,-11.5%,2.6%
Fc1cccc(Cl)c1CSc1ccc(-c2cccnc2)nn1,-4.4%,-29.7%,23.1µM*,3.6%,-36.3%,i,nt,-28.1%,-19.2%
CN(CCCNC(=O)c1ccc(CS(=O)c2ccc(Br)cc2)o1)Cc1ccccc1 (configuration not stated),-3.4%,-12.3%,13.3%,-0.1%,1.4%,i,1.9%,7.3%,2.1%
CCc1nnc(NC(=O)CSc2nnc(CNc3ccc(F)cc3)n2C2CCCCC2)s1,-1.7%,-16.9%,6.2%,2.3%,-22.8%,i,5.2%,-5.9%,8.3%
CN(C)c1ccc(N2CN=C3SCC(=O)N3C2)cc1,-3.3%,?,?,0.2%,-43.8%,i,56.5%[activator],-13.5%,-0.9%

# Molecules shown so far containing an aryl thioether with sulfur outside any ring (7):
SMILES,A549 viability,Nrf2 block,MCF10A rereplic,Nrf2 activator,HepG2 tox,ATXN viability,ATXN2 expr inh,TGFb SMAD3 inh,EPAC2 antag
COc1cc(-c2nnc(SCC(=O)N(C)C3CCCCC3)o2)cc(OC)c1OC,3.2%,-11.6%,nt,12.7%,-33.7%,?,-17.9%,?,nt
Cc1cc(NC(=O)CSc2nc(-c3ccco3)cc(C(F)(F)F)n2)no1,?,-16.9%,3.26µM*,0.4%,14.1%,?,-21.8%,31.7%,8.4%
O=C(CSc1nc(-c2ccc(F)cc2)[nH]c1-c1ccc(F)cc1)Nc1ccc2c(c1)OCO2,?,16.4µM*,nt,3.6%,-68.6%,?,?,7.08µM*,nt
COCCNC(=O)c1onc(CSc2cccc(Cl)c2)c1C(=O)O,1.1%,-0.1%,12.9%,-0.9%,-3.6%,i,113.9%[activator],-16.4%,-1.8%
CSc1nc2c([nH]c3ccccc32)c(=O)n1-c1ccc(C)cc1,2.1%,nt,nt,3.7%,-11.4%,i,12.8%,-12.3%,nt
Fc1cccc(Cl)c1CSc1ccc(-c2cccnc2)nn1,-4.4%,-29.7%,23.1µM*,3.6%,-36.3%,i,nt,-28.1%,-19.2%
CCc1nnc(NC(=O)CSc2nnc(CNc3ccc(F)cc3)n2C2CCCCC2)s1,-1.7%,-16.9%,6.2%,2.3%,-22.8%,i,5.2%,-5.9%,8.3%
